# Compound activity as filed in PubChem BioAssay.
# JMJD2A Tudor inh: inhibitors of human JMJD2A Tudor domain; AID 504339; AlphaScreen JMJD2A-Tudor / H3K4me3 peptide binding; O75164; Potency, µM (highest dose often 114 µM), for the others: top-dose activity change, negative = inhibition, most hits filed as inhibitors; 4.4% of 390,000 active; also: potency is read from the fitted curve at half-maximal effect; % is scaled to controls: 0 for no effect and ±100 for the full control effect; nearly all actives have a fitted effect of over 50% in size
# Target sequence (O75164 whole entry, looked up, the tested form may be a part): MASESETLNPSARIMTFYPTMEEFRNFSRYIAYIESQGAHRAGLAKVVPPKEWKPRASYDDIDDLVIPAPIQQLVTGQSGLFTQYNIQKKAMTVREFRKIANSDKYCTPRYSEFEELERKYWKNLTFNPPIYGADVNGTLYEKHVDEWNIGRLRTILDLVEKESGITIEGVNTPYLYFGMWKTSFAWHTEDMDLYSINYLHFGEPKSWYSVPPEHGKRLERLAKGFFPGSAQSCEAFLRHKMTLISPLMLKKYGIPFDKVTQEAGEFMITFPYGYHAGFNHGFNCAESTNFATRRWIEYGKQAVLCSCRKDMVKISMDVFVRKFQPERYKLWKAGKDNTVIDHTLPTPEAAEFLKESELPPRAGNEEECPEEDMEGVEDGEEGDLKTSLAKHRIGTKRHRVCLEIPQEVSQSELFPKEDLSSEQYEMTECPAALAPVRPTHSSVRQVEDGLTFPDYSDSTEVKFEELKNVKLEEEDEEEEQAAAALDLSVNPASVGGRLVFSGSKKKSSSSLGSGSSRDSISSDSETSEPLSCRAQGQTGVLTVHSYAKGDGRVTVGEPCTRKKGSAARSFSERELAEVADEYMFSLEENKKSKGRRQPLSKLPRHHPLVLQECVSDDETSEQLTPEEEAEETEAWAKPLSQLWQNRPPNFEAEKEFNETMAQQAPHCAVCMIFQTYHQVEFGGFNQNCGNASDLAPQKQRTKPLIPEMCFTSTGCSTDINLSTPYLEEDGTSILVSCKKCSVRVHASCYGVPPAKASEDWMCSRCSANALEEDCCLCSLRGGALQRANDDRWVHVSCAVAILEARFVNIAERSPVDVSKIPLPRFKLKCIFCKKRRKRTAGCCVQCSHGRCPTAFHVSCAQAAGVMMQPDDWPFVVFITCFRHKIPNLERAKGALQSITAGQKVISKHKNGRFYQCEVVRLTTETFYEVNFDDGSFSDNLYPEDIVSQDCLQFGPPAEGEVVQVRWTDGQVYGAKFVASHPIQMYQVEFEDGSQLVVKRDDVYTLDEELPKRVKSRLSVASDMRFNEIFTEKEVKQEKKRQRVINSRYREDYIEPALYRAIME
# G9a inh: blocks human histone lysine methyltransferase G9a; Q96KQ7; G9a H3K9 monomethylation, AlphaScreen, 2 h; Potency, µM (highest dose often 102 µM), for inactives: at the top dose activity, negative = inhibition, actives largely listed as inhibitors; 8.8% of 350,000 active; AID 504332; also: potency is read from the fitted curve at half-maximal effect; % is scaled to controls: 0 for no effect and ±100 for the full control effect; nearly all actives have a fitted effect of over 75% in size
#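 Quantitative HTS format: methyltransferase activity on a biotin-tagged H3K9 peptide is measured by AlphaScreen, using a rabbit anti-monomethyl-H3K9 antibody with streptavidin donor and anti-IgG acceptor beads. Final levels are 20 nM enzyme, 500 nM peptide, 20 uM SAM; 2 h RT.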
# PGK inhibitor: T. brucei PGK inhibition. 0.043% of 380,000 active. P07378. PGK/GAPDH coupled, Kinase-Glo luminescence, 60 min. Potency, µM (doses to about 57.5 µM), without a hit: top-dose activity change, negative = inhibition, hits mostly inhibitors; also: potency is read from the fitted curve at half-maximal effect; % is scaled to controls: 0 for no effect and ±100 for the full control effect; nearly all actives have a fitted effect of over 60% in size
#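 Luminescent ATP detection (Kinase-Glo Plus) follows a 60-minute room-temperature incubation, with wells lacking PGK as controls. Buffer: 100 mM TEA (pH 7.6), 5 mM MgCl2, 0.01% Tween-20. Coupling enzyme GAPDH (100 nM final) supplies unstable 1,3-BPG in-well.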
# Pin1 inh: human Pin1 inhibition; Pin1 FP peptide displacement, HiFluor488, 10 min; Q13526; Potency, µM (top dose mostly 115 µM), inactives show at the top dose activity, negative = inhibition, most hits filed as inhibitors; 0.009% of 390,000 active; active = well fitted inhibition curve with a large enough effect in the polarisation, with a control signal flat, not every such curve was filed as active; inconclusive = small, poorly fitted or top-dose-only effect, or effect the other way, or a change in a side signal; inactive = no such curve, though single readings can be large or run the other way; the % refers to the polarisation; also: potency is read from the fitted curve at half-maximal effect; % is scaled to controls: 0 for no effect and ±100 for the full control effect
# HP1b binding inh: HP1-beta chromodomain-methylated histone interaction inhibition | P83916 | AlphaScreen HP1-beta / biotin-H3K9me3 peptide binding | Potency, µM (titrated, usually from 114 µM), for inactives: at the top dose activity change, negative = inhibition, actives largely listed as inhibitors | 0.56% of 390,000 active | AID 540317; also: potency is read from the fitted curve at half-maximal effect; nearly all actives have a fitted effect of over 70% in size; inactives centre near 23
#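 Compound inhibition of the preformed complex between 50 nM HP1-beta and 50 nM biotinylated H3K9me3 peptide was read by AlphaScreen. Buffer was PBS pH 7.4 with 0.01% Tween-20. Incubations ran 30 min at room temperature, with 10 ug/mL donor/acceptor beads.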
# PI4K2A block: inhibitors of human PI4K2A; purified PI4K2A, ADP-Glo luminescence, 1 h; stronger effect = lower value; activity change, negative = inhibition, % at 76.9 µM; 0.13% of 420,000 active; AID 1346378; in the data active = activity change below about -50%; inconclusive = mostly about -30% to -49%;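 also: -100% = wells without enzyme as full effect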
#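 ADP-Glo luminescence measured ADP generated by PI4K2A enzyme (4 ug/mL before mixing) with 1.2 mM PI substrate (pre-mix) and 300 microM ATP (pre-mix). Tris pH7.5 buffer with MgCl2, Triton X-100; 1 h reaction at ambient temperature.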
# BAZ2B block: blocks human BAZ2B | Potency, µM (doses to about 114 µM), without a hit: top-dose activity change, negative = inhibition, most hits filed as inhibitors | 4.4% of 360,000 active | Q9UIF8 | AlphaScreen BAZ2B-H3K14Ac peptide displacement | AID 504333; also: potency is read from the fitted curve at half-maximal effect; % is scaled to controls: 0 for no effect and ±100 for the full control effect; nearly all actives have a fitted effect of over 60% in size
#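 BAZ2B (50 nM) with biotin-H3(5-23)K14Ac peptide (50 nM) in PBS pH 7.4, 0.01% Tween-20, preformed 30 min, then compound 30 min at room temperature; top concentration 110uM. AlphaScreen streptavidin donor/nickel chelate acceptor beads (10 ug/mL final), 20 min dark, signal read.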
# Pol eta inh: inhibitors of human DNA polymerase eta. Potency, µM (titrated, usually from 114 µM), inactives show at the top dose activity change, negative = inhibition, usual class: inhibitors. Q9Y253. 1.2% of 390,000 active. recombinant Pol eta, fluorescent DNA replication assay; also: potency is read from the fitted curve at half-maximal effect; % is scaled to controls: 0 for no effect and ±100 for the full control effect
#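 Fluorescent replication assay: 50 nM final substrate added after a 15 min room-temperature compound preincubation with 10 nM enzyme. Signal taken at 0 min and again at 10 min.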
# GLS inh: glutaminase GLS (human) inhibition; GLS enzymatic activity, qHTS titration; 0.21% of 410,000 active; Potency, µM (top dose mostly 45.5 µM), without a hit: at the top dose activity change, negative = inhibition, actives largely listed as inhibitors; AID 624170; O94925; also: potency is read from the fitted curve at half-maximal effect; % is scaled to controls: 0 for no effect and ±100 for the full control effect
#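 Two-point fluorescence kinetic (t0, 30 min RT) for hKGA; glutamate detected via glutamate oxidase–HRP–Amplex Red. Substrate: 1 mM L-glutamine solution; buffer 45 mM KH2PO4, pH 8.2.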
# * marks the source's active call; other numbers are inactive results; i = inactive; u = inconclusive; x = not tested or not shown; & = joins results of further samples; [ ] = another dose, or the depositor's remark. Unless noted, calls follow the shape of the dose curve; as a rule, active = well fitted curve in the direction sought with a large enough effect; inconclusive = small, poorly fitted or top-dose-only effect, or another doubt; inactive = no such curve, though single readings can be large; an effect the other way counts as inactive or inconclusive.
# Results follow in this order: JMJD2A Tudor inh | G9a inh | PGK inhibitor | Pin1 inh | HP1b binding inh | PI4K2A block | BAZ2B block | Pol eta inh | GLS inh
CN(C)c1ccnc(NCc2ccccc2)c1C#N
→ -1% | -19% | -1% | -15% | 32% | -5 | 7% | -16% | -2%
CC(=O)Nc1ccc(NC(=O)CSc2nnc(N)n2-c2ccccc2)cc1
→ 3% | x | 10% | -6% | 23% | 3 | x | 8% | 6%
CCN(CC)C(=O)C1CCCN(C(=O)c2oc3ccc(C)cc3c2C)C1 (centres undefined)
→ -20% | 24% | -8% | 3% | 12% | -3 | -4% | -22% | 2%
CCSc1nnc2c(n1)OC(c1ccc(OC)c(OC)c1)N(C(C)=O)c1ccccc1-2 (centres undefined)
→ -13% | 7%[59 µM] | -9% | -1% | 1% | -1 | -5% | -19% | 3%
CCOC(=O)c1c(NC(=O)Cn2nc(C(F)F)cc2C(F)F)sc(C)c1C
→ -1% | u | -2% | u | 27% | -2 | 2% | -14% | 0%
CCCc1c(NC(=O)Nc2ccc(F)cc2)cnn1-c1ccccc1
→ -25% | -9% | -3% | 2% | 40%[activator] | -4 | -2% | -9% | -4%
CC(C)NC(=O)CSc1nnc(-c2ccc(F)cc2)c2ccccc12
→ -18% | u | -3% | 5% | 25% | -1 | -21% | 11% | 15%
COC(=O)CN1C(=O)CSc2ccc(S(=O)(=O)Nc3ccc(C)c(Cl)c3)cc21
→ -24% | -31%[59 µM] | -3% | -2% | 4% | -7 | -10% | -16% | -6%
COc1cccc(CN(C)C(=O)C2CCC(=O)N(Cc3cccc(F)c3)C2)c1 (centres undefined)
→ -7% | x | 0% | -7% | 14% | -5 | 2% | -6% | 11%
Cc1cccc(NC(=O)c2cccc(NS(=O)(=O)c3ccc(Cl)cc3)c2)c1
→ -17% | u | -1% | -1% | 1% | -14 | -4% | -10% | 1%
Cc1cn(CCOc2ccc(Cl)cc2)c(=O)[nH]c1=O
→ -4% | 6% | 10% | 7% | 25% | 5 | -2% | 2% | 8%
CCN1C(=S)N[C@@H](c2cccs2)C(C(=O)OC)=C1C
→ -19% | x | 3% | 3% | 34% | -1 | -6%&-10% | -8% | 2%
OC(CNCc1ccco1)Cn1c2ccccc2c2ccccc21 (centres undefined)
→ u | 50µM* | -9% | 2% | -9% | -2 | u | -4% | -1%
Cc1ncc(COCc2ccccc2)c(CO)c1OCc1ccccc1
→ -2% | x | 1% | -3% | 41%[activator] | -6 | x | u | 1%
COc1ccccc1CNC(=O)CSc1ccc(Br)cc1
→ -20% | -4%[59 µM] | -10% | -9% | 34% | 2 | 8% | -1% | -3%

# Whole records, looked up by structure. Values in the order: JMJD2A Tudor inh	G9a inh	PGK inhibitor	Pin1 inh	HP1b binding inh	PI4K2A block	BAZ2B block	Pol eta inh	GLS inh
# Cc1cn(CCOc2ccc(Cl)cc2)c(=O)[nH]c1=O is listed as -4%	6%	10%	7%	25%	5	-2%	2%	8%
# CCOC(=O)c1c(NC(=O)Cn2nc(C(F)F)cc2C(F)F)sc(C)c1C is listed as -1%	u	-2%	u	27%	-2	2%	-14%	0%
# CCSc1nnc2c(n1)OC(c1ccc(OC)c(OC)c1)N(C(C)=O)c1ccccc1-2 (centres undefined) is listed as -13%	7%[59 µM]	-9%	-1%	1%	-1	-5%	-19%	3%
# CCN(CC)C(=O)C1CCCN(C(=O)c2oc3ccc(C)cc3c2C)C1 (centres undefined) is listed as -20%	24%	-8%	3%	12%	-3	-4%	-22%	2%
# CN(C)c1ccnc(NCc2ccccc2)c1C#N is listed as -1%	-19%	-1%	-15%	32%	-5	7%	-16%	-2%

# New compounds follow:
# Results follow in this order: JMJD2A Tudor inh | G9a inh | PGK inhibitor | Pin1 inh | HP1b binding inh | PI4K2A block | BAZ2B block | Pol eta inh | GLS inh
COc1ccc(COC(=O)C2CCN(S(=O)(=O)c3ccc(F)cc3)CC2)cc1
→ 7% | -1% | 5% | 5% | 27% | 1 | 15% | 0% | 2%
COc1cc(OC)c(-c2nc3cnccc3n2C)cc1OC
→ -17% | 2%[12.7 µM] | -4% | 5% | 6% | 6 | -29% | -14% | 11%
CC(NC(=O)C(c1ccccc1)c1ccccc1)C(=O)O (centres undefined)
→ 1% | u | -9% | 1% | 31% | -3 | 4% | -3% | 0%
Cc1ccc(S(=O)(=O)Nc2nc3ccccc3nc2NCC2CCCO2)cc1 (centres undefined)
→ -5% | -5% | i | -11% | 24% | -1 | 1% | -19% | 2%
Cc1cccc(CC(=O)NCCc2sc3nc(-c4ccc(F)cc4)nn3c2C)c1
→ -11% | 33%[59 µM] | 3% | 1% | 21% | 0 | 9% | -5% | -3%
CCOc1cc(CNCc2ccc3c(c2)OCO3)ccc1OC
→ -11% | 9%[59 µM] | i | -17% | 46%[activator] | 2 | -26% | -12% | -13%
COC(=O)[C@@]1(Cc2ccccc2)[C@H]2C(=O)N(C)C(=O)[C@H]2[C@H]2CN(C)C(=NCc3ccccc3)N21
→ -34% | x | -2% | 2% | 15% | 2 | x | -14% | 0%
CCN(CC)CCCNC(=O)CN1C(=O)CSc2ccc(S(=O)(=O)N3CCOCC3)cc21
→ 12% | 11% | 8% | -3% | 29% | 3 | 7% | -9% | -2%
CC(=O)OCc1c(-c2ccccc2)c2cc([N+](=O)[O-])ccc2n1C
→ -22% | 6% | 7% | -10% | 20% | 1 | -5% | -1% | 20%
Cc1ccc2nc(-c3ccc(NC(=S)NCCC(C)C)cc3)sc2c1
→ -7% | x | 6% | 17% | 63%[activator] | -2 | x | 0% | 0%
COc1ccc(-c2noc(CSc3nnc(Cc4ccccc4)n3-c3ccc(F)cc3)n2)cc1
→ -16% | -7%[59 µM] | -9% | 7% | 32% | 7 | -18% | -26% | -11%
COC(CNC(=O)c1cc(Sc2nnc(C)s2)nc2ccccc12)OC
→ -4% | 13%[59 µM] | i | 3% | 32% | 1 | 13% | -14% | 0%
CC1(c2ccc(OC(F)F)cc2)NC(=O)N(CC(=O)Nc2cccnc2Cl)C1=O (centres undefined)
→ -5% | 26%[59 µM] | i | 1% | 23% | 6 | -1% | -11% | -19%
CCN1C(c2ccc(F)cc2)=CS/C1=C(\C#N)c1nnc2n1-c1ccccc1SC2
→ u | 32µM* | x | 8% | -16% | -1 | u | -6% | 11%
NC(=O)C1(N2CCCCC2)CCN(C2CC(=O)NC2=O)CC1 (centres undefined)
→ 7% | 20%[59 µM] | 4% | -3% | 44%[activator] | 1 | 10% | -9% | 5%
CNc1nc2c(Cl)cc(Cl)cc2s1
→ -7% | x | i | -1% | 40%[activator] | -3 | 1% | 19% | -3%
CCOC(=O)c1ccc(NC(=O)CSc2ccc(-c3sc(C)nc3C)nn2)cc1
→ -6% | 9%[59 µM] | -12% | 7% | 9%[57 µM] | -1 | 2% | -6% | 4%
Cc1cc(C(=O)OCC(=O)NC2CCCCC2)c(C)o1
→ -13% | 3% | -2% | 3% | 21% | 3 | u | 10% | 5%
COCCOC1CCN(C(=O)C2CCC(=O)N(Cc3cccc(F)c3)C2)CC1 (centres undefined)
→ -1% | x | 5% | -2% | 26% | -17 | 1% | 7% | 2%
COc1ccc(Cl)cc1NC(=O)CN1C(=O)CCS(=O)(=O)c2ccccc21
→ 4% | u | -2% | 0% | 21% | 3 | -5% | -15% | 0%
COc1ccccc1Nc1nc(N)nc(-c2cc3ccccc3o2)n1
→ -34% | u | -10% | 4% | 18% | 0 | 3% | -7% | 0%
CCCCOC(=O)c1ccc(NC(=O)c2nn(C)cc2Br)cc1
→ 6%[57.1 µM] | 10%[59 µM] | -10% | 6% | 103%[activator] | -7 | 8% | -7% | -5%
NCCCCCc1cn([C@@H](CCC(=O)O)C(=O)NCCCCCCCCCCC(=O)N2CCNCC2)nn1
→ -18% | -1%[2.33 µM] | -5% | -9% | 25% | -2 | -22% | -3% | 0%
CC1CCN(Cc2nc(Cl)c3c4c(sc3n2)CCC4)CC1
→ -14% | u | -4% | 13% | 32% | 3 | 4% | -3% | -3%
COc1ccccc1CNC(=O)C1CCCN(S(=O)(=O)c2ccc3c(c2)oc(=O)n3C)C1 (centres undefined)
→ u | 6%[59 µM] | i | 1% | 48%[activator] | 0 | -3% | -13% | 1%
CCc1ccccc1NC(=O)CN(c1ccccc1)S(=O)(=O)c1ccsc1C(=O)OC
→ -11% | 17%[59 µM] | i | 3% | -10% | -8 | -8% | -12% | 1%
Cc1n[nH]c(=S)n1-c1ccccc1
→ 89µM* | x | 1% | 0% | 20% | -2 | -31% | 9% | 18%
COc1ccc(/C=C2\SC(=S)N(CC(=O)Nc3nnc(C)s3)C2=O)cc1
→ -21% | 8% | 4% | 6% | 27% | 2 | 21% | -5% | 16%
CCS(=O)(=O)c1cccc(C(=O)Nc2ccc(-c3nc4ccccc4s3)c(O)c2)c1
→ -15% | -32%[59 µM] | -9% | u | 34%[57 µM] | -1 | -24% | u | -2%
CCOC(=O)C1(Cc2cccc(Cl)c2)CCCN(C(=O)CN2C(=O)CSC2=O)C1 (centres undefined)
→ -23% | 4% | 3% | -7% | 44%[activator] | -4 | -18% | 1% | 6%
O=C(Cn1ncn2nc(-c3ccccc3)cc2c1=O)NCc1ccccn1
→ -9% | 79% | i | 4% | 47%[activator] | -4 | -14% | -3% | -2%
COCCNC(=O)[C@@H]1CSC2c3ccccc3C(=O)N21 (some centres undefined)
→ -7% | 0% | -6% | 0% | 21% | 6 | 6% | -16% | 3%

# Some of the compounds tested; the hit share may differ from the screen's.
